# AID inhibitor: inhibitors of human activation induced cytidine deaminase; 91,000 tested, 0.32% active; AID 1347428; Potency, µM (doses to about 115 µM), for the others: at the highest dose activity change, negative = inhibition, hits mostly inhibitors; AID deamination FRET fluorescence, UDG-coupled, 4 h; also: nearly all actives have a fitted effect of over 25% in size
# Target sequence (Q9GZX7 whole entry, looked up): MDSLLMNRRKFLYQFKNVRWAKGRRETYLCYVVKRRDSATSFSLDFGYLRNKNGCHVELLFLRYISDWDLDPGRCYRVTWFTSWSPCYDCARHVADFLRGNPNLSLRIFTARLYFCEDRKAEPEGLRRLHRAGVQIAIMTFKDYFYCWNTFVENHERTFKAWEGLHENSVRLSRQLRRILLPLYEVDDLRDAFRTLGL
# UDG counterscr: UDG inhibition counter-screen; FRET deamination/UDG coupled assay, UDG read, 4 h; Potency, µM (doses to about 115 µM), for the others: top-dose activity change, negative = inhibition, most hits filed as inhibitors; 91,000 tested, 0.14% active; AID 1347430; also: nearly all actives have a fitted effect of over 65% in size
# * hit, by the source's call; u = inconclusive; & = joins results of further samples; [ ] = dose if it differs, or a comment. Calls follow the shape of the dose curve; as a rule, active = well fitted curve in the direction sought with a large enough effect; inconclusive = small, poorly fitted or top-dose-only effect, or another doubt; inactive = no such curve, though single readings can be large; an effect the other way counts as inactive or inconclusive. % is scaled to controls: 0 for no effect and ±100 for the full control effect; potency is read from the fitted curve at half-maximal effect.
item	structure	UDG counterscr	AID inhibitor
1	COc1ccccc1N1CCN(c2ncnc3c2nc2n3CCCC2)CC1	2%	-27%
2	COc1ccc2oc(-c3cccc(NC(=O)c4ccc(C#N)cc4F)c3)nc2c1	3%	30%[activator]
3	CCC(=O)NCC(c1cccs1)N(C)C (configuration not stated)	10%	6%
4	Cc1ccc(NC(=O)CN2C(=O)COc3ccc(S(=O)(=O)N4CCCCC4)cc32)cc1Cl	-9%[57.5 µM]	0%
5	C#CC(C)(CC)NC(=O)/C=C/c1cc(OC)c(OC)c(OC)c1 (configuration not stated)	-1%	-3%
6	O=C(Nc1ccc(F)cc1F)c1ccc(-n2cnnc2)cc1	0%[57.5 µM]	15%[57.5 µM]
7	CCn1c(=O)cc(SCC(=O)Nc2cc(Cl)ccc2OC)c2ccccc21	-15%	-11%
8	Cc1ccc(C)c(CN2C(=O)c3ccccc3S(=O)c3ccc(C(=O)NCCC4=CCCCC4)cc32)c1 (configuration not stated)	-15%	-22%
9	Cc1ccc2nc(-c3ccc(Cl)c(NC(=O)COc4ccc(C(C)C)cc4)c3)oc2c1	-3%	2%
10	CN1CCc2c(sc3c2C(=O)NC(c2ccc(C(C)(C)C)cc2)N3)C1 (configuration not stated)	-11%[57.5 µM]	115%[activator][57.5 µM]
11	COc1ccccc1NC(=O)Cn1c(=O)n(-c2ccc(C)cc2)c(=O)c2ccc(C(=O)NCc3ccco3)cc21	9%	-4%
12	CC1(C)CC(=O)C2=C(C1)OC(N)=C(C#N)C2c1ccc(C2C(C#N)=C(N)OC3=C2C(=O)CC(C)(C)C3)cc1 (configuration not stated)	-3%	-2%
13	COc1ccc(N2CCN(S(=O)(=O)c3ccc(-c4coc(C)n4)cc3)CC2)cc1	-9%	7%
14	O=C(Nc1cccnc1)c1ccc(CSc2ccc(Cl)cc2)cc1	8%	6%
15	CONC(=O)c1ccccc1C(=O)c1ccccc1	-5%	-1%
16	COc1ccc(C(=O)C(C)Cl)c(OC)c1 (configuration not stated)	5%	-1%
17	CCc1nn(CCCC(=O)N2CCN(c3cc(Cl)ccc3C)CC2)c(=O)c2cc3occc3n12	-17%	u
18	CN(C)c1ccc(CNC(=O)Cn2c(=O)oc3cc(S(=O)(=O)N4CCCCCC4)ccc32)cc1	17%	9%
19	Cc1cnc(NC(=O)c2csc(NCCC(C)C)n2)s1	-2%	-11%
20	Cc1cccc(C(c2sc3nc(-c4ccco4)nn3c2O)N2CCN(Cc3ccccc3)CC2)c1 (configuration not stated)	1%	3%
21	Cc1cccc(-c2noc(CNC(=O)c3ccco3)n2)c1	2%	5%
22	Cc1ccc(C)c(NC(=O)CSc2ncc3c(n2)-c2ccccc2N(Cc2ccccc2C)S3(=O)=O)c1	13%	53%[activator]
23	O=[N+]([O-])c1cc(C(F)(F)F)ccc1NC1C2CC3CC(C2)CC1C3 (configuration not stated)	-3%	-9%
24	O=C(Nc1nnc(C2CC(=O)N(c3ccc(Cl)cc3)C2)s1)c1ccco1 (configuration not stated)	4%	-3%
25	COc1cc(OC)c(OC)cc1/C=C1\N=C(SC)SC1=O	-1%	-7%
26	Cc1ccc(S(=O)(=O)c2cnc(SCC(=O)Nc3ccc4c(c3)OCCO4)[nH]c2=O)cc1Cl	1%	-14%
27	Cc1cccc(Nc2nnc(-n3nc(C)cc3C)c3ccccc23)c1	-2%	-18%
28	CN(C)C(=O)c1ccc(NC(=O)c2ccc3ccccc3n2)cc1	-11%	-3%
29	COc1ccc([N+](=O)[O-])cc1NC(=O)COC(=O)c1ccc2c(c1)NC(=O)CS2	7%	-16%
30	Cc1cccc(Nc2ncc(Cc3ccccc3C)s2)n1	-2%	0%
31	CC1=C(C(=O)Nc2cccnc2)C(c2cccc(F)c2)n2nc(SCc3ccccc3F)nc2N1 (configuration not stated)	14%	-5%
32	CCc1ccc2oc(-c3cccc(NC(=O)c4ccc(N5CCC(C)CC5)c([N+](=O)[O-])c4)c3)nc2c1	-7%	18%
33	Cn1c(SCc2ccc(Cl)c3cccnc23)nnc1C(F)(F)F	1%	-14%
34	COc1ccc(OC)c(C2CCCN2CC(=O)N(CCC#N)c2ccccc2F)c1 (configuration not stated)	4%	-2%
35	CCNC(=O)NC(=O)C(C)N(C)CC(=O)Nc1ccc(O)cc1 (configuration not stated)	9%	7%
36	CCCCC(=O)N1CCC(c2nc3ccccc3o2)CC1	3%	7%
37	O=C(NC1CCN(S(=O)(=O)c2cccc(F)c2F)CC1)C1CC1	-3%	2%
38	COc1ccc(C(=O)Nc2nnc(S(=O)(=O)N(C)c3ccc(Cl)cc3)s2)cc1OC	3%	-10%
39	Cc1cccc(C2CC(=O)Oc3c2c(=O)n(C)c2ccccc32)c1 (configuration not stated)	27%	0%
40	CCCCCOc1ccc(C(C)=O)cc1	-4%	-2%
41	COc1ccc(-c2cc3nc(C)c(CCC(=O)N4CCN(c5cc(C)ccc5C)CC4)c(C)n3n2)c(OC)c1	-2%	-7%
42	CSc1nc(C)cc(Nc2cccc(C(=O)O)c2)n1	5%	20%
43	Cc1ccc(Nc2nc3ccccc3nc2NS(=O)(=O)c2ccc(F)cc2)cc1	-12%	-7%
44	N#Cc1cccc(C(=O)Nc2ccc(Cl)cc2C(F)(F)F)c1	2%	2%
45	COc1ccc(CC(=O)NNC(=O)COCC(=O)Nc2ccc(C#N)cc2)cc1	-3%	2%
46	CCc1ccc(OC(=O)CSc2nnc(-c3ccc(OC)c(OC)c3)o2)cc1	u	-12%
47	COc1ccc(CCNC(=O)Cn2nnc(-c3ccc(Cl)cc3)n2)cc1OC	-6%[57.5 µM]	8%
48	COc1ccc(N2CCN(C(=O)CCS(=O)(=O)c3cc(Br)cc4c3N(C(=O)C3CC3)CC4)CC2)cc1	4%	14%
49	O=C(NCc1ccc(NC(=O)C2CC2)cc1)c1ccc[n+]([O-])c1	-3%	-12%
50	COc1ccc(C)cc1CN(C)C(=O)Cn1c(=O)c2c(ncn2C)n(C)c1=O	1%	-5%
51	COc1ccc(Cl)cc1NC(=O)c1ccc2c(=O)n3c(nc2c1)CCCC3	-1%	-1%
52	O=C(CSc1nc2ccc(NC(=O)c3ccc(Br)cc3)cc2s1)NC1CC1	-3%	2%
53	CCOC(=O)c1ccc(N2C(=O)c3n[nH]c(-c4ccco4)c3C2c2cccc(O)c2)cc1 (configuration not stated)	-8%	0%
54	CCN(C(=O)Cn1cc(S(=O)(=O)Cc2ccccc2Cl)c2ccccc21)c1ccccc1	11%	9%
55	O=C(c1cccc(Cl)c1)N1CCC(c2nc3c(nnn3Cc3ccc(F)cc3F)c(=O)[nH]2)CC1	4%	u
56	O=C(NCc1ccccc1Cl)C(=O)Nc1cccc2[nH]ccc12	-8%	3%
57	COC(=O)NCCc1ccccc1OC	0%	0%
58	CCC12CN3CC(CC)(CN(C1)C3c1cccc(OC)c1O)C2=O (configuration not stated)	2%	5%
59	CCOC(=O)C1CCCN(CCC(=O)Nc2cccc(C)c2)C1 (configuration not stated)	-11%	5%
60	Cc1ccc(C(=O)/C(=C\c2cccc(Br)c2)c2nc3ccccc3o2)cc1	-10%	-16%

# Reformatted with values under each structure: part of the list above.
# Results follow in this order: UDG counterscr, AID inhibitor
9) Cc1ccc2nc(-c3ccc(Cl)c(NC(=O)COc4ccc(C(C)C)cc4)c3)oc2c1
 : -3%, 2%
10) CN1CCc2c(sc3c2C(=O)NC(c2ccc(C(C)(C)C)cc2)N3)C1 (configuration not stated)
 : -11%[57.5 µM], 115%[activator][57.5 µM]
11) COc1ccccc1NC(=O)Cn1c(=O)n(-c2ccc(C)cc2)c(=O)c2ccc(C(=O)NCc3ccco3)cc21
 : 9%, -4%
12) CC1(C)CC(=O)C2=C(C1)OC(N)=C(C#N)C2c1ccc(C2C(C#N)=C(N)OC3=C2C(=O)CC(C)(C)C3)cc1 (configuration not stated)
 : -3%, -2%
13) COc1ccc(N2CCN(S(=O)(=O)c3ccc(-c4coc(C)n4)cc3)CC2)cc1
 : -9%, 7%

# 2 records drawn at random from those above:
item	structure	UDG counterscr	AID inhibitor
32	CCc1ccc2oc(-c3cccc(NC(=O)c4ccc(N5CCC(C)CC5)c([N+](=O)[O-])c4)c3)nc2c1	-7%	18%
52	O=C(CSc1nc2ccc(NC(=O)c3ccc(Br)cc3)cc2s1)NC1CC1	-3%	2%

# The listing picks up, starting two compounds before the break.
item	structure	UDG counterscr	AID inhibitor
59	CCOC(=O)C1CCCN(CCC(=O)Nc2cccc(C)c2)C1 (configuration not stated)	-11%	5%
60	Cc1ccc(C(=O)/C(=C\c2cccc(Br)c2)c2nc3ccccc3o2)cc1	-10%	-16%
61	COc1cc(NC(=O)CSc2ncnc3nc[nH]c23)cc(OC)c1OC	43%[activator]	-12%
62	COc1cc(OC)cc(C(=O)Oc2ccc(C(C)=O)cc2)c1	-5%	-5%
63	Cc1cccc(C(=O)Nc2ccccc2SCc2ccsc2)c1	-1%	-20%
64	Cc1ccccc1OCCSc1nc2ccc(NC(=O)c3ccco3)cc2s1	u	-2%
65	COc1cc(NC(=O)CNC(=O)Cn2ccc3ccccc3c2=O)cc(OC)c1OC	-16%	-17%
66	Cc1cc(C)c(NC(=O)c2cc3c(s2)CCCCC3)c(C)c1	-4%	-5%
67	Cc1cccc(-c2nc(CS(=O)CC(=O)NCc3ccc(Cl)cc3)c(C)o2)c1 (configuration not stated)	1%	-12%
68	COc1ccccc1CNC(=O)c1cc2cc(S(=O)(=O)N3CCCCC3)ccc2n1C	-3%	-16%
69	Cn1cc(S(=O)(=O)N2CCCCCC2)cc1C(=O)N1CCN(c2ccc(Cl)cc2)CC1	-8%	-29%
70	COC(=O)Cn1cnc2c(sc3nc(C4CCCCC4)c4c(c32)CCC4)c1=O	3%	-4%
71	CCCN1CCN(c2ncnc3sc(C(=O)Nc4cccc(Cl)c4C)c(C)c23)CC1	0%	-4%
72	COc1ccc(-c2nc3ccccc3n3c(-c4ccccc4)c4c(=O)n(C)c(=O)n(C)c4c23)cc1OC	-9%[57.5 µM]	6%[57.5 µM]
73	CCOC(=O)c1c(NC(=O)CCN2CCCCC2)sc2c1CC(C)(C)OC2	7%	1%
74	COC(=O)c1sccc1S(=O)(=O)N(CC(=O)Nc1ccccc1C)c1ccc(Cl)cc1	10%	5%
75	Cc1cc(C)cc(C(=O)N2CC(=O)Nc3ccc(Br)cc3C2c2ccccc2)c1 (configuration not stated)	6%	-6%
76	CCOC(=O)c1cnc(N2CCN(c3cccc(C)c3C)CC2)c2ccccc12	-3%	-5%
77	CN1CCCC(OC(=O)/C=C/c2ccccc2)C1 (configuration not stated)	9%	7%
78	Cc1nnc2c(N3CCN(c4ccccc4)CC3)nc3ccc(C(=O)c4ccccc4)cc3n12	2%	-4%
79	CCCSc1nnc(NC(=O)Cc2coc3cc(C)ccc23)s1	-14%	1%
80	COC(=O)c1ccc(CN(Cc2ccc(OC)c(OC)c2)S(=O)(=O)c2cc(C(=O)Nc3cccc(C)c3)ccc2F)cc1	-2%	-14%
81	NC(=O)C1CCN(C(=O)C2CC(c3cccc(F)c3)=NO2)CC1 (configuration not stated)	-6%	-2%
82	CC(C)(C)c1ccc(OCC(=O)Nc2ccc(C(=O)OC3CCCCC3)cc2)cc1	17%	14%
83	COc1ccc(-c2nn(-c3ccccc3)cc2C2NC(=O)NC(C)=C2C(=O)OC(C)C)cc1OC (configuration not stated)	-7%	u
84	CC(=O)Nc1c(C)nn(-c2ccccc2)c1N1CCC(C(=O)Nc2ccc(Cl)cc2C)CC1	-15%	u
85	Cc1cc(OCC(=O)N2CCC(c3nc4ccccc4s3)CC2)ccc1Cl	-15%[57.5 µM]	-6%[57.5 µM]
86	O=C(NCc1ccccc1Br)C1CCCN(C(=O)N2CCOc3ccccc32)C1 (configuration not stated)	7%	-19%
87	CC(Sc1ccc2c(c1)OCCO2)C(=O)O (configuration not stated)	3%	3%
88	COc1ccc(C)cc1Nc1nc2ccccc2c2nnc(C)n12	-9%	6%
89	COc1ccc(OC)c(NC(=O)c2cc3c(s2)-c2ccccc2SC3)c1	-10%	-19%
90	CCCCOc1ccc(C(=O)Nc2onc3c2CCCC3)cc1	-17%	-7%
91	O=C(CSc1nc2ccccc2nc1Cc1ccc(Cl)cc1)N1CCCCC1	32%[activator]	u
92	COCCN(Cc1cc2cccc(C)c2[nH]c1=O)C(=O)c1ccc(OC)c(OC)c1	2%	6%
93	CCOc1ccc(CCNC(=O)c2ccc3c(c2)N(Cc2ccccc2)C(=O)c2ccccc2S3=O)cc1OCC (configuration not stated)	-7%	-18%
94	CS(=O)(=O)N1CCc2cc(C(=O)Nc3ccc(Cl)c(C(F)(F)F)c3)ccc21	-20%	u
95	Cc1cc2nc(SCC(=O)Nc3ccc4c(c3)OCO4)n(C)c(=O)c2[nH]1	-6%	0%
96	Cc1cc(C)n(-c2nc3c(c(=O)n(CCc4ccccc4)c(=O)n3C)n2CC(C)C)n1	-9%	-10%
97	O=C(NCCc1c[nH]c2ccccc12)c1ccccn1	-7%	-1%
98	O=C(Nc1ccc(-c2nc3cc(NC(=O)c4ccc(Cl)cc4)ccc3o2)cc1)c1ccc(Cl)cc1	0%	15%
99	Cn1cc(C(=O)N2CCC(C(=O)NCc3ccccc3)CC2)c2ccccc21	-1%	-5%
100	O=C(OCC1CC1(Cl)Cl)c1ccccc1C(=O)c1ccc(Cl)cc1 (configuration not stated)	5%	-2%
101	Cc1cc(C(=O)CSc2nnc(COc3ccc(Cl)cc3)n2C)c(C)n1Cc1cccs1	-13%	-8%
102	COc1cccc2sc(N(Cc3cccnc3)C(=O)c3ccc(S(=O)(=O)N(C)C)cc3)nc12	-4%&-10%	-19%&-27%
103	CCCCn1c(=O)[nH]c(=O)c2c1nc(CNc1cc(F)ccc1C)n2CC	-10%	u
104	CCOc1ccc(NC(=O)C(C)Oc2ccc3ccc(=O)oc3c2)cc1 (configuration not stated)	3%	-2%
105	COC(=O)c1cc(C(=O)OCCCC(=O)c2ccc(F)cc2)cc([N+](=O)[O-])c1	1%	-6%
106	Cc1nc(Cl)c(C(=O)O)c(C)c1Cl	4%	1%

# An excerpt (hit frequency here may not be typical).
